# Source: PubChem (several laboratories)
# eIF4E 4G PPI: eIF4E–eIF4G protein interaction inhibitors, primary screen, biochemical, uHTS, TR-FRET, eIF4GI fragment; TR-FRET eIF4E-eIF4GI(517-606) binding, 2 h; 220,000 tested, 0.37% active; Eukaryotic translation initiation factor 4E (Mus musculus) + Eukaryotic translation …; inhibition, % at 21.7 µM;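 active = inhibition above about 30%, limit read from the data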;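 note: 0% = full FRET control wells and 100% = background wells lacking eIF4GI fragment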
# BaF3 tox: parental Ba/F3 cell viability inhibition, counter-screen for JAK2V617F inhibitor project, murine pro-B, CellTiter-Glo luminescence; CellTiter-Glo ATP luminescence; inhibition, % at 5.6 µM; 220,000 tested, 1.1% active;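 active = inhibition above a per-campaign cutoff, the mean inhibition of all tested compounds plus 3 SD, cut at about 27% in these data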;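 note: 0% = DMSO wells and 100% = JAK Inhibitor I control wells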
# NPY-Y2 PAM-ag: NPY-Y2 potentiators or agonists, primary screen, cell-based. cells expressing NPY-Y2, potentiator/agonist read-out. activation, % at 3.6 µM. 220,000 tested, 0.45% active. AID 1359, 2008; in the data active = activation above about 27%;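 note: cells stimulated with NPY near EC25 plus isoproterenol at EC100; 0% = vehicle plus submaximal agonist and 100% = vehicle plus saturating agonist; some results beyond the cut were filed as inactive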
# Target sequence (P49146 whole entry, looked up): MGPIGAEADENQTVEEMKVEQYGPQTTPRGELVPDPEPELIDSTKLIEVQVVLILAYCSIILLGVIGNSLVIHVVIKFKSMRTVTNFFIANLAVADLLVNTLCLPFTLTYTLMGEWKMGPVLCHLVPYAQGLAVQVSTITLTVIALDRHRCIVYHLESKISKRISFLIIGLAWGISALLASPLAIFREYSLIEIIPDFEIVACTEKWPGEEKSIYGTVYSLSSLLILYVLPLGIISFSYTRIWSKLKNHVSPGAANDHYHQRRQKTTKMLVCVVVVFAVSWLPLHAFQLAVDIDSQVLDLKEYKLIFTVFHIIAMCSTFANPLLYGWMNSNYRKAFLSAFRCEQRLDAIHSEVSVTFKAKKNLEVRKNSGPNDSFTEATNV
# Wee1 degr inh: Wee1 degradation inhibitors, primary screen, cell-based, HeLa, Wee1K328M-luciferase, luminescence. 220,000 tested, 1.2% active. Wee1-like protein kinase (Homo sapiens), P30291. reporter increase, % at 5 µM. HeLa Luc-Wee1K328M stability; 100% = proteasome inhibitor MG132 effect. AID 1321, 2008;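 active = activation above the mean of all tested compounds plus 3 SD, set per screening run, cut at about 8.8% in these data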;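 note: cells exposed to compound for 20 h before luminescence read; 0% = DMSO alone and 100% = MG132 at 30 µM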
# MDM2 E3 inh: MDM2-luciferase reporter signal enhancers, primary screen, MDM2 E3 ligase inhibitor project, cell-based, luminescence, 1536-well. E3 ubiquitin-protein ligase Mdm2 (Homo sapiens), Q00987. cell-based MDM2 ubiquitination luciferase reporter, 2 h; 0 = plate control, 100 = twice control, blank-subtracted. 210,000 tested, 0.11% active. signal enhancement, % at 5 µM;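 active = signal enhancement of 30% or more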;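 note: luminescence tracks abundance of the self-degrading MDM2-luciferase fusion protein; higher signal means inhibition of MDM2 E3 ligase activity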
#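 test system = mammalian cells stably expressing self-ubiquitinating, self-degrading MDM2 E3–luciferase fusion | quantity = 2000 cells/well | incubation = cell settling 4 h, compound treatment 2 h, both 37 °C | signal = luminescence with SteadyLite reagent, 15 min at room temperature | evaluation = % enhancement relative to plate controls after blank subtraction | benchmarks = plate controls and plate blanks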
# PERK inhibitor: block of dimerizer-induced PERK translation repression, primary screen, PERK inhibitor project, CHO PERK-DD cells, SEAP luminescence, HTS; Eukaryotic translation initiation factor 2-alpha kinase 3 (Homo sapiens), Q9NZJ5; CHO PERK-DD fusion, SEAP luminescence translation reporter; inhibition, % at 5.6 µM; 220,000 tested, 0.17% active; AID 1416, 2008;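 active = inhibition above the mean inhibition of all tested compounds plus 3 SD, set separately per screening campaign, cut at about 2.9% in these data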;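 note: PERK kinase domain activated by AP20187 dimerizer at 100 nM; 0% = DMSO with dimerizer and 100% = rapamycin at 8.4 µM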
# Ba/F3 V617F tox: reduced viability of JAK2V617F-dependent Ba/F3 cells, primary screen, JAK2V617F inhibitor project, cell-based, Ba/F3 EpoR-JAK2V617F, luminescence; ATP luminescence; inhibition, % at 5.6 µM; 220,000 tested, 1.1% active; AID 1446, 2008;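 active = inhibition above the campaign mean plus 3 SD over all tested compounds, cut at about 24% in these data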;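 note: cytokine-independent growth of Ba/F3 cells driven by EpoR plus mutant JAK2; 0% = DMSO-treated cells and 100% = JAK inhibitor I control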
# S1P4 agonist: S1P4 receptor agonists, primary screen, cell-based; 220,000 tested, 0.35% active; activation, % at 4.98 µM; S1P4-expressing cell line, agonist reporter assay; AID 1509, 2009; in the data active = activation above about 11%;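 note: 0% = DMSO vehicle and 100% = reference agonist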
# Target sequence (O95977 whole entry, looked up): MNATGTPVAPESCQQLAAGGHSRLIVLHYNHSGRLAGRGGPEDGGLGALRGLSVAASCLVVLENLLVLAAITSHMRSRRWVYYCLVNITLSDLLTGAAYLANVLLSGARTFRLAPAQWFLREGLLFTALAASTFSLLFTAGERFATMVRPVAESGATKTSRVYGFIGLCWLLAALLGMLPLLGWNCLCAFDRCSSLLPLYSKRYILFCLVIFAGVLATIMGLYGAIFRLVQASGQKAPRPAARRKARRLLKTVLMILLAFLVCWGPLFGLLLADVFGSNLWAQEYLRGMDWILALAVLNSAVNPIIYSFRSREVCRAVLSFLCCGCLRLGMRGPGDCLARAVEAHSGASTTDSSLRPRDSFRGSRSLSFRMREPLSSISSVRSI
# S1P4 antag: S1P4 receptor antagonists, primary screen, cell-based; AID 1510, 2009; 220,000 tested, 0.26% active; inhibition, % at 4.98 µM; S1P4-expressing cells, antagonist mode, reporter read-out; Sphingosine 1-phosphate receptor 4 (Homo sapiens), O95977; in the data active = inhibition above about 29%;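 note: 0% = wells stimulated with agonist and 100% = vehicle wells without agonist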
# The depositor's hits bear a star; / = no result given; [ ] = another dose, or the depositor's remark. Hits appear at their usual frequency; any-hit rate near 4.1%.
SMILES,eIF4E 4G PPI,BaF3 tox,NPY-Y2 PAM-ag,Wee1 degr inh,MDM2 E3 inh,PERK inhibitor,Ba/F3 V617F tox,S1P4 agonist,S1P4 antag
Cc1cc(C(=O)CSc2nnnn2C)c(C)n1CCc1ccc(F)cc1,0[fluorescence artefact?],10,-5,-3,-15,-0.7,1,-1.4,-12
Cc1ccc(NC(=O)COC(=O)c2ccc3c(c2)OCO3)cc1S(=O)(=O)N1CCCCC1,18,5,6,-4,11,1.3,1,-0.1,-7
CC(C)COP(=O)(c1ccc(N(C)C)cc1)C(O)c1cccnc1 (centres undefined),0,0,-16,3,-6,0.3,2,0.7,-8
CCOC(=O)c1ccc(NCCOC)c([N+](=O)[O-])c1,1,4,-3,0,-8,-0.4,0,-0.1,2
Cn1cccc1Cc1nnc(SCC(=O)NCC2CCCO2)n1-c1ccc(F)cc1 (centres undefined),2,-1,7,0,-15,0.4,-5,-1.1,-4
Cc1nn(C)cc1S(=O)(=O)NC1CCCC1,2,3,-2,-1,-16,1.0,0,-1.2,4
COc1ccccc1N(CCN1C(=O)c2cccc3cccc(c23)C1=O)C(=O)c1ccncc1,0,4,-9,4,1,0.0,3,0.0,-11
O=C(Nc1ccc2c(c1)OCO2)c1c(F)cccc1F,-1,5,-15,-2,-16,1.1,-2,-0.5,14
O=c1c2[nH]c3ccccc3c2ncn1CCN1CCNCC1,27,6,-13,4,-1,1.0,4,-0.2,-20
CC(C)CNC(=O)C1CCN(c2ccc(S(=O)(=O)N3CCOCC3)cc2)CC1,-2,9,4,2,-14,0.0,3,0.9,1
COc1ccc(OC)c(S(=O)(=O)NCc2cn3cccc(C)c3n2)c1,3,0,-5,-1,-10,-0.1,-6,-2.5,-7
CC(=O)Nc1ccc(S(=O)(=O)N2CCN(c3ccc(C)c(Cl)c3)CC2)cc1,3,8,13,2,-22,-0.5,3,-3.0,9
Cc1ccc(C)c(NC(=O)c2ccc3ccccc3n2)c1,0,2,0,1,8,0.8,-2,-0.1,-5
O=C(Nc1ccc(Br)cc1)N1CCCC(O)C1 (centres undefined),-9,2,2,-1,10,-0.1,-1,0.8,-11
O=C(O)c1ccc(N=NNc2cccc([N+](=O)[O-])c2)cc1,-3,8,13,2,-21,-0.6,3,1.3,7
C=CCNC(=O)/C(=C/c1ccc(Br)cc1)NC(=O)c1ccccc1OC,-2,-1,13,8,-10,-0.3,-2,1.3,-8
CCOc1ccc(NC(=O)CSc2nc3nc4c(cc3c(=O)n2CC)COC(C)(C)C4)cc1,-5,0,-19,0,-5,-1.6,-3,0.6,-6
Cc1cc(C)c(C)c(S(=O)(=O)Nc2ccc(C(N)=O)cc2)c1C,4,8,-7,4,-10,0.8,-1,1.5,11
COc1cc(CNCc2cccnc2)ccc1OCC(=O)NC1CCCCC1,-2,2,-9,0,-4,-0.7,-3,2.4,-16
Cc1c(C(=O)Nc2ccc3c4c(cccc24)CC3)cccc1[N+](=O)[O-],4,3,-5,-2,/,0.1,-1,-0.8,-16
COc1ccccc1CNc1nc(SC)ncc1CO,3[fluorescence artefact?],1,6,1,19,0.6,-1,1.4,-7
CC1=C(C(N)=O)C(c2cccnc2)n2nc(SCc3ccccc3Cl)nc2N1 (centres undefined),-4[fluorescence artefact?],4,-10,-1,-4,-0.1,0,0.4,-19
COc1cc(/C=C/C(=O)NCc2ccccn2)cc(OC)c1OC,-2[fluorescence artefact?],1,10,1,2,0.1,-3,1.0,-15
Nc1cccc2[nH]c(C(F)(F)F)nc12,22,7,-2,1,-2,0.6,-5,1.1,-12
CN(C)c1nc(Nc2ccccc2)nc(Oc2ccc(=O)[nH]n2)n1,2,4,4,-3,-10,0.1,3,-0.6,5

# Brought forward from above: 3 entries; new compounds follow.
SMILES,eIF4E 4G PPI,BaF3 tox,NPY-Y2 PAM-ag,Wee1 degr inh,MDM2 E3 inh,PERK inhibitor,Ba/F3 V617F tox,S1P4 agonist,S1P4 antag
COc1cc(/C=C/C(=O)NCc2ccccn2)cc(OC)c1OC,-2[fluorescence artefact?],1,10,1,2,0.1,-3,1.0,-15
Nc1cccc2[nH]c(C(F)(F)F)nc12,22,7,-2,1,-2,0.6,-5,1.1,-12
CN(C)c1nc(Nc2ccccc2)nc(Oc2ccc(=O)[nH]n2)n1,2,4,4,-3,-10,0.1,3,-0.6,5
CN(c1ccccc1)S(=O)(=O)c1ccc(Cl)c(C(=O)Nc2nc3ccccc3[nH]2)c1,2[fluorescence artefact?],4,-10,1,5,-0.2,-2,0.3,2
CCCCN(C)S(=O)(=O)c1ccc(C(=O)Nc2nnc(-c3cccs3)o2)cc1,4,1,-6,4,-16,-0.2,1,1.7,-3
CCc1ccc(-n2c(=O)c3ccccc3n(CC(=O)C(C)(C)C)c2=O)cc1,4,1,4,1,-10,0.8,-2,-1.0,-15
CCCCN(Cc1cc2cc(OC)ccc2[nH]c1=O)C(=O)c1ccco1,-4,2,-10,1,-5,-1.6,-1,2.6,-8
COc1ccccc1OC(C)C(=O)Nc1nc(-c2ccc(S(=O)(=O)N3CCOCC3)cc2)cs1 (centres undefined),-1,1,-38,5,10,-0.3,-3,0.1,-4
Cc1ccccc1NC(=O)c1cccc(OCc2c(C)noc2C)c1,-1,6,2,-2,-15,-0.6,1,-0.3,-5
Cc1ccc2nc3n(c(=O)c2c1)CCCCC3,1,-1,7,2,13,-0.2,-2,1.1,8
CS(=O)(=O)N(CCc1ccccc1)CC(=O)NCc1ccccc1,-2,8,5,2,-5,0.1,-3,1.1,-9
CC(C)COc1ccc(-c2nn(-c3ccccc3)cc2C(=O)Nc2nccs2)cc1,-3,3,-4,-1,-12,-1.1,-3,-0.1,-5
CS(=O)(=O)c1ccc(C(=O)OCC(=O)NC23CC4CC(CC(C4)C2)C3)cc1[N+](=O)[O-],0,6,24,7,-12,0.6,0,-0.7,5
CCCC(C)c1nnc(NC(=O)C(=O)OCC)s1 (centres undefined),2,8,12,-3,-22,3.0*,-2,-0.8,-14
O=C(Nc1nncs1)c1cccc(S(=O)(=O)N2CCOCC2)c1,4[fluorescence artefact?],-1,-3,-1,-6,0.1,-5,0.0,-2
COc1ccc(-c2nnn(CC(=O)c3ccc4c(c3)OCCO4)n2)cc1OC,-1,1,-9,-3,-5,-0.2,-2,0.4,-13
COc1cc(/C=C/C(=O)OCC(=O)N2CCN(S(=O)(=O)c3ccc(C)cc3C)CC2)ccc1O,1,5,2,-4,1,0.0,-2,-0.5,-17
COC(=O)C1=C(CN2CCc3ccccc32)NC(=O)NC1c1cc(C)ccc1C (centres undefined),-5,4,17,-1,-13,-0.6,-2,1.0,-17
Cc1ccc(C2(c3noc(CN(C)Cc4cccnc4)n3)CCCC2)cc1,-3,8,-7,0,-8,0.9,1,0.2,2
CC(=O)Nc1ccc(NS(=O)(=O)c2ccc3[nH]c(=O)[nH]c3c2)cc1,-4,4,4,-3,8,1.1,-2,0.8,2
Cc1cc(C(=O)N/N=C(\CCC(=O)O)c2cccs2)c2ccccc2n1,-1,-2,14,-1,-12,-0.3,-3,0.4,12
CCOC(=O)c1ccccc1NC(=O)CSc1ccc(-c2cccnc2)nn1,-3,4,5,2,4,-0.5,-1,1.2,1
CC(C)(C)NC(=O)C(=O)NNC(=O)c1ccco1,5,6,1,-1,3,1.0,-5,3.5,-6
CCOC(=O)c1ccc(S(=O)(=O)N2CCNCC2)cc1,-10,-1,16,0,-14,0.1,-4,-1.2,-11
NS(=O)(=O)c1cccc(NC(=O)CN2CCC(Cc3ccccc3)CC2)c1,1,3,-6,-4,-11,0.5,-2,0.7,-16
Cn1nc(C(=O)Nc2sccc2C(N)=O)ccc1=O,-5[fluorescence artefact?],8,6,0,-8,1.1,0,-0.1,-4
CCOC(=O)c1cc2c(=O)n3ccccc3nc2n(Cc2ccco2)c1=NC(=O)c1ccccc1OCC,3,6,-6,-2,-11,0.1,4,6.2,-33
NNC(=S)Nc1ccccc1Cl,-5,2,-7,0,-9,0.7,1,0.4,8

# Given with values under each structure: part of the list above.
# Order of results – eIF4E 4G PPI	BaF3 tox	NPY-Y2 PAM-ag	Wee1 degr inh	MDM2 E3 inh	PERK inhibitor	Ba/F3 V617F tox	S1P4 agonist	S1P4 antag
> COc1cc(/C=C/C(=O)NCc2ccccn2)cc(OC)c1OC
→ -2[fluorescence artefact?]	1	10	1	2	0.1	-3	1.0	-15
> Cn1cccc1Cc1nnc(SCC(=O)NCC2CCCO2)n1-c1ccc(F)cc1 (centres undefined)
→ 2	-1	7	0	-15	0.4	-5	-1.1	-4
> CS(=O)(=O)N(CCc1ccccc1)CC(=O)NCc1ccccc1
→ -2	8	5	2	-5	0.1	-3	1.1	-9
> CCOC(=O)c1ccc(NCCOC)c([N+](=O)[O-])c1
→ 1	4	-3	0	-8	-0.4	0	-0.1	2

# (further entries)
SMILES,eIF4E 4G PPI,BaF3 tox,NPY-Y2 PAM-ag,Wee1 degr inh,MDM2 E3 inh,PERK inhibitor,Ba/F3 V617F tox,S1P4 agonist,S1P4 antag
CC(=O)Cc1nsc(NC(=O)c2ccc(-c3ccc(Cl)c(Cl)c3)o2)n1,4,-1,-5,-3,-4,0.0,-2,-0.9,10
COc1ccc(C(=O)Nc2ccc(Cl)cc2C(=O)NCCN2CCOCC2)cc1,-1,7,-12,1,-16,-0.8,-1,1.1,-18
CN(CCC#N)C(=O)COC(=O)c1ccccc1C(=O)c1ccc(Cl)c([N+](=O)[O-])c1,5,-1,0,6,-14,0.6,-2,-2.0,55*
Fc1ccc(-c2cn3cc(C(F)(F)F)cc(Cl)c3n2)cc1,12,2,-14,3,-41,0.4,-3,1.2,-14
O=C(Nc1nc(-c2cccs2)cs1)c1cc2ccccc2oc1=O,-13,0,-2,-2,-18,1.4,-5,1.4,23
Cc1cc(C)c(S(=O)(=O)NCC23C=CC(O2)C2C(=O)N(c4ccccc4)C(=O)C23)c(C)c1 (centres undefined),9,4,1,1,10,0.3,1,-0.7,-3
